IMP-1 inh: blocks Pseudomonas aeruginosa IMP-1 metallo-beta-lactamase; purified IMP-1, nitrocefin hydrolysis, epi-absorbance fluorescence; inhibition, % at 5.6 µM; hit rate 0.45% among 290,000;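 active = inhibition above the mean plus 3 SD of all compounds in the same screening run, cut at about 4.5% in these data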;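 also: 0% = IMP-1 with DMSO and 100% = DMSO wells lacking enzyme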
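System: purified IMP-1 / Input: IMP-1 dispensed at 0.2 nM / Medium: 50 mM HEPES pH 7.1, 50 µM ZnSO4, 0.05% Brij 35 / Timing: 15 min enzyme–compound preincubation, then 25 min nitrocefin reaction, 25 °C / Technique: plate fluorescence quenching by hydrolysis product, ex 480/em 530 nm / Repeats: singlicate testing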
OXTR agonist: activates the human oxytocin receptor. P30559. CHO-OTR cells, Fluo-8 calcium fluorescence; normalized: DMSO 0%, oxytocin 100%. activation, % at 3 µM. hit rate 0.32% among 320,000;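 active = activation above the mean of all tested compounds plus 3 SD, cutoff set per screening run, cut at about 20% in these data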;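 also: peak over basal fluorescence ratio from a 100 s FLIPR kinetic read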
V1aR counter: counter-screen for oxytocin receptor agonists: human V1a receptor agonists | P37288 | CHO-V1R cells, Fluo-8 calcium fluorescence, agonist mode; 0% DMSO, 100% 3 nM vasopressin | activation, % at 3 µM | hit rate 0.25% among 320,000 | AID 2797;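 active = activation above the mean activation of all tested compounds plus 3 SD, per screening run, cut at about 20% in these data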;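 also: signal is peak over basal fluorescence ratio across a 100 second FLIPR read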
Target sequence (P37288 whole entry, looked up): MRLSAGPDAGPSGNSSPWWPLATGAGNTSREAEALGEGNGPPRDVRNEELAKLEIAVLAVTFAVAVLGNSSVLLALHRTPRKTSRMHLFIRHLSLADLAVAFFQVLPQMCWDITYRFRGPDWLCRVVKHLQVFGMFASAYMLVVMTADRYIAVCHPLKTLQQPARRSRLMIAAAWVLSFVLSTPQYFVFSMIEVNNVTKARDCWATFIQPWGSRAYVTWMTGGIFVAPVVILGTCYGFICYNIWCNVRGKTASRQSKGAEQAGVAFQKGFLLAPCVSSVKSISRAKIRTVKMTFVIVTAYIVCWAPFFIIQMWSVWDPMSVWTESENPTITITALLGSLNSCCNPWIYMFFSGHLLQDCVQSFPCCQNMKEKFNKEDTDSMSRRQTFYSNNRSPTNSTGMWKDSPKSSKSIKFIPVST
GalR3 antagonist: human GalR3 antagonism; O60755; HEK293 GalR3-CNG cAMP membrane potential fluorescence; galR3 body fused to GalR1 C-terminus; inhibition, % at 3 µM; hit rate 0.44% among 360,000; AID 651719;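 active = inhibition above the screen-wide average plus 3 SD, cut at about 13% in these data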;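 also: forskolin and galanin both at EC90 stimulate the cells; cAMP rise reported by CNG channel membrane potential dye signal; 0% = forskolin plus galanin with DMSO and 100% = forskolin alone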
Target sequence (O60755 1-299 limits assumed): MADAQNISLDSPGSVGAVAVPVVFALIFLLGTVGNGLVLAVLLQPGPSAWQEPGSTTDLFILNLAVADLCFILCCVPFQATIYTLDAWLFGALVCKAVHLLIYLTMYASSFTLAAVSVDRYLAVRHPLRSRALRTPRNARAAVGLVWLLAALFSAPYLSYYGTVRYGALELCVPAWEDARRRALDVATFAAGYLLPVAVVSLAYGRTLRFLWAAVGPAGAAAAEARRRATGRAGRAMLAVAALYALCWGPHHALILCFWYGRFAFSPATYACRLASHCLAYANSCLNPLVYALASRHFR
PHOSPHO1 block: blocks human PHOSPHO1 phosphatase activity; inhibition, % at 13.3 µM; Q8TCT1; AID 1565; recombinant PHOSPHO1, absorbance phosphatase assay; hit rate 1.1% among 290,000; in the data active = inhibition above about 60%
GPR7 antagonist: human neuropeptides B/W receptor 1 antagonism; inhibition, % at 4.4 µM; P48145; hit rate 1.1% among 290,000; GPR7-expressing cells, fluorescence antagonist assay; in the data active = inhibition above about 16%, passing the limit was not always enough;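 also: cells stimulated with the agonist NPW; 0% = agonist with vehicle and 100% = vehicle without agonist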
Target sequence (P48145 whole entry, looked up): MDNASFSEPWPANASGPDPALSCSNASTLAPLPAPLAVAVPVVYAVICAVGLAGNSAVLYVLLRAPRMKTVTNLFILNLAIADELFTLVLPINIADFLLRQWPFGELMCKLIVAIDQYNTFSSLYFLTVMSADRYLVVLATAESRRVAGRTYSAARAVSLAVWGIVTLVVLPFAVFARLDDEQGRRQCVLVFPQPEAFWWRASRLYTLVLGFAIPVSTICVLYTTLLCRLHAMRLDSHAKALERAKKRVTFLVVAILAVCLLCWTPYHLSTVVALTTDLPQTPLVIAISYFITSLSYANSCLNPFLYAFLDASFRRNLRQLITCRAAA
HCV NS3 hel inh: inhibitors of Hepatitis C virus NS3 helicase. NS3 helicase DNA unwinding, Cy5 molecular beacon fluorescence. inhibition, % at 10.9 µM. hit rate 0.56% among 290,000. AID 1800;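 active = inhibition above the mean of all tested compounds plus 3 SD, set per campaign, cut at about 35% in these data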;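 also: 0% = DMSO wells and 100% = thioflavine S control wells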
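Assay system – hepatitis C virus NS3 helicase domain fragment enzyme · Buffer or medium – MOPS pH 6.5, MgCl2, DTT, Tween20, BSA · Reagent – Cy5/quencher beacon DNA duplex and ATP to start · Compound – single 10.9 µM dose · Timing – 1 h at 25 °C · Technique – Cy5 beacon fluorescence read at start and 1 h · Measure – % inhibition of unwinding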
VIM-2 inh: inhibitors of Pseudomonas aeruginosa VIM-2 metallo-beta-lactamase; purified VIM-2, nitrocefin hydrolysis, epi-absorbance fluorescence; inhibition, % at 5.6 µM; hit rate 0.89% among 290,000; AID 1527;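 active = inhibition above the mean of all tested compounds plus 3 SD, cutoff set per screening run, cut at about 7.5% in these data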;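 also: red hydrolysis product quenches plate fluorescence so inhibitors raise well fluorescence; 0% = enzyme with DMSO and 100% = DMSO without enzyme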
DNA FID counter: displaces DNA intercalator in HCV helicase counter-screen | DNA fluorescent intercalator displacement, fluorescence | inhibition, % at 7.9 µM | hit rate 0.17% among 290,000; in the data active = inhibition above about 37%;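 also: 0% = vehicle and 100% = reference compound; higher means more ethidium bromide displaced from hairpin DNA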
Numbers without * were called inactive; nt = not tested or not shown; & = joins results of further samples.

SMILES | IMP-1 inh | OXTR agonist | V1aR counter | GalR3 antagonist | PHOSPHO1 block | GPR7 antagonist | HCV NS3 hel inh | VIM-2 inh | DNA FID counter
O=C(O)c1ccc([N+](=O)[O-])c(CS(=O)(=O)c2ccccc2)c1 | -2.9 | 0.6 | 0.1 | -6 | 31 | -3 | -5 | -1.3 | -1
Cc1ccc2cc3cc(C(=O)NCCCN4CCCCCC4)oc3nc2c1 | 2.4 | -2.6 | -0.7 | -4 | -3 | -4 | -59 | 4.6 | 9
COc1ccc(S(N)(=O)=O)cc1C(=O)NCC1(N2CCCCC2)CCCCC1 | -2.9 | -0.1 | -0.9 | -6 | -5 | -15 | 7 | -1.8 | -2
Cc1nc(CNC(=O)C2CCC(=O)N(CCc3ccc(Cl)cc3)C2)sc1C (stereo unspecified) | -2.1 | 1.8 | 3.2 | -2 | 14 | -3 | 4 | -2.6 | -44
O=C(COc1ccc(/C=N/NC(=O)c2cc3ccccc3o2)cc1Cl)Nc1ccccc1 | -1.7 | 0.2 | 9.3 | nt | 33 | 17 | -3 | 0.2 | 2
Cc1ccc(C(=O)NC(C)c2ccc(-n3ccnc3)cc2)cc1 (stereo unspecified) | -1.9 | 1.7 | 0.8 | -8 | 20 | -7 | 10 | -1.9 | -1
Cc1ccc(C)n1-c1ccc(C(=O)N2CCC(C(N)=O)CC2)cc1 | -2.9 | nt | nt | -1 | 4 | -13 | 11 | -4.5 | -6
Cc1ccc(NC(=O)Cn2ccc(=O)[nH]c2=O)cc1 | -2.4 | -0.5 | 0.6 | 10 | 26 | 12 | -15 | -1.9 | -1
Cc1nc2c(sc3nc4c(cc32)COC(C)(C)C4)c(=O)n1Cc1ccccc1 | -1.0 | 2.0 | 2.0 | -2 | 6 | -4 | -9 | -3.4 | -4
Cc1cc(C)c(C(N)=O)c(Nc2cccc(Cl)c2)n1 | -3.0 | -0.2 | -0.1 | -7 | 2 | -3 | 7 | -4.9 | -2
Cc1cc(C)c(C#N)c(N2CCOCC2)n1 | -2.6 | -0.8 | 0.4 | -2 | -13 | -13 | 6 | -3.6 | -1
CCOC(=O)c1ccc(S(=O)(=O)N2CCC(C(=O)OCC)CC2)cc1 | -2.8 | 1.9 | 2.0 | -1 | -9 | 10 | 9 | -1.3 | -19
COc1ccccc1-c1ccc(=O)n(CC(=O)NCc2ccco2)n1 | -0.6 | -0.4 | -0.9 | 10 | -8 | -11 | -15 | 0.5 | -5
O=S(=O)(c1ccc(S(=O)(=O)N2CCN(Cc3ccccc3)CC2)cc1)N1CCOCC1 | 0.1 | nt | nt | nt | -1 | -7 | 14 | -1.1 | -3
CCN(CC)C(=O)c1cc(-c2ccccc2OC)on1 | -0.9 | -1.6 | -1.3 | -4 | 41 | -3 | 0 | 0.3 | -14
O=S(=O)(c1cccs1)N1CCCc2cccc(O)c21 | -0.8 | -2.6 | -1.6 | -2 | 12 | 5 | -2 | -1.2 | 1
CCc1ccc(N(C(=O)c2csnn2)C(C(=O)NC2CCCCC2)c2ccncc2)cc1 (stereo unspecified) | 0.5 | 0.2 | 0.4 | -7 | 42 | 23* | 6 | -0.4 | -28
Cc1ccccc1NC(=O)CN1C(=O)S/C(=C\c2ccc(-c3cccc(C(=O)O)c3C)o2)C1=O | 1.0 | 1.0 | 1.7 | -4 | 39 | -12 | 6 | 0.1 | -9
CC1(C)CC(=O)C(C=NCCN2CCN(C(=S)Nc3ccccc3)CC2)=C(O)C1 | -1.6 | -0.4 | 0.4 | -4 | 27 | -7 | -3 | -2.5 | -5
CCN(CC)C(=O)Cn1cnc2sc(C(=O)NCCCN3CCOCC3)c(C)c2c1=O | -2.8 | 0.5 | 0.8 | -9 | 28 | 3 | 6 | -6.7 | -1
Cc1nc2cc(Cl)ccc2c(=O)n1Cc1ccncc1 | -4.1 | 0.9 | 1.7 | -3 | 27 | -5 | 1 | -3.8 | -9
C=CCn1c(SCC(=O)Nc2cc3oc4ccccc4c3cc2OC)nnc1-c1cnccn1 | -3.2 | -1.2 | 5.5 | -5 | 21 | 3 | -8 | -1.3 | 0
COc1ccc(N2C(=O)C3CC=C(Cl)CC3C2=O)cc1 (stereo unspecified) | -3.3 | 0.2 | 0.1 | -2 | 32 | 5 | -2 | -5.5 | -5
COc1ccc(Cl)cc1NC(=O)CN1CCN(S(=O)(=O)N2CCC(C)CC2)CC1 | -0.9 | -1.2 | 0.1 | 10 | 10 | -5 | -16 | -2.8 | -36
CCOC(=O)c1cc(NCc2cccs2)ccc1N1CCOCC1 | -4.4 | -0.9 | -0.7 | -3 | 43 | -10 | -10 | -6.2 | -15
CS(=O)(=O)N1N=C(c2cccs2)CC1c1ccc(Cl)o1 (stereo unspecified) | 0.6 | 0.1 | 0.3 | -4 | -2 | 15 | -9 | -2.5 | -10
CCn1nc(C)c(C(=O)Nc2cc(Oc3cc(C)cc(C)c3)cc([N+](=O)[O-])c2)c1C | 0.8 | 0.1 | 1.1 | -5 | -31 | -4 | -12 | -3.3 | -13
CCn1cc([N+](=O)[O-])c(C(=O)N2CCOCC2)n1 | -2.1 | 0.0 | 0.3 | -6 | 3 | 0 | -1 | -2.1 | -2
Cc1cccc(N2C(=O)N3[C@H](c4ccc(Br)cc4)[C@@H]4C(=O)N(C(C)(C)C)C(=O)[C@@H]4[C@]3(C)C2=O)c1 | 3.3 | 2.0 | 1.0 | -8 | 4 | 7 | -54 | 0.0 | -28
Cn1c(=O)[nH]c(=O)c2c1nc(SCCCO)n2CCCc1ccccc1 | -3.0 | 0.7 | 0.2 | -2 | 15 | 5 | -8 | -1.5 | -17
CCn1c2ccccc2c2cc(NC(=O)c3ccc(Br)o3)ccc21 | 2.3 | -0.5 | 0.5 | -1 | -3 | 19 | 17 | 2.2 | -5
COc1ccc(C2C3C=CCC(c4cccc(-c5ccc(C)cc5)c4)C3C(=O)N2Cc2ccccc2)cc1Cl (stereo unspecified) | nt | -0.5 | -0.4 | -1 | 26 | nt | nt | nt | nt
CCN(CC)C(=O)C1=C(C)NC(=S)NC1c1cn(-c2ccccc2)nc1-c1ccc(Cl)cc1 (stereo unspecified) | -5.3 | -1.0 | -1.6 | -3 | 20 | -1 | 13 | -3.9 | -42
NC(=O)[C@@H]1CCCCNc2c(F)cc([N+](=O)[O-])cc2C(=O)N[C@@H](CC(=O)O)C(=O)NCC(=O)N1 | -1.5 | 0.5 | 1.2 | -8 | -1 | 7 | -2 | -1.6 | -12
Cn1c(=O)c2c(nc(Br)n2Cc2ccc3ccccc3c2)n(C)c1=O | -3.0 | 8.2 | 7.8 | -7 | -18 | -11 | 3 | -1.7 | 7
CCN(CC)CCOC(=O)c1c(C)n(C)c2ccc(OC)cc12 | -1.6 | -0.2 | 0.8 | -1 | 27 | -2 | -9 | -0.1 | 10
CC(C)CCNCC1OCc2ccccc2CO1 | -1.4 | -0.8 | 0.5 | 4 | 1 | -3 | 4 | -1.3 | -1
COc1ccc(C)cc1NS(=O)(=O)c1ccc(NS(=O)(=O)c2ccc(NC(C)=O)cc2)cc1 | -1.0 | -0.5 | 0.1 | -3 | 20 | 12 | -7 | -3.6 | 8
CCOc1ccccc1-c1cc(C(=O)N2CCOCC2)c2ccccc2n1 | -1.7 | -0.3 | 2.8 | 4 | 10 | -14 | -7 | -2.4 | -25
COc1cc(NC(=O)c2c(F)cccc2F)c(Cl)cc1Cl | -2.9 | -2.3 | -0.5 | -6 | -2 | -16 | 9 | -2.7 | -1
Cc1ccnc2c1NC(=O)c1cccnc1N2C1CC1 | -2.8&0.6 | -0.1 | 0.8 | nt | 11&32 | 16&4 | -2&-6 | -1.1&-0.7 | 1&-2
C=C(C)c1cccc(C(C)(C)NC(=O)Nc2ccc(C(N)=O)cc2)c1 | 0.2 | 2.0 | 0.7 | -6 | 6 | 0 | -5 | -4.3 | 5
CCOC(=O)c1ccc(Nc2cc(C)nc(-c3ccccc3)n2)cc1 | -2.0 | 0.9 | 0.3 | -9 | 23 | 6 | -24 | -1.9 | -1
CC1CN(S(=O)(=O)c2ccccc2)CN1C(=O)N1CCOCC1 (stereo unspecified) | -4.2 | 1.3 | -0.1 | -10 | -2 | -12 | -4 | -2.4 | -6
Cc1cc(C)c(OCC(O)CNC(C)(C)C)c(C)c1 (stereo unspecified) | -2.8 | 0.6 | 0.4 | -6 | -36 | -6 | -20 | 1.4 | 15
CC1CC(C)CN(C(=O)CSC2=Nc3ccccc3C3=NC(Cc4c[nH]c5ccccc45)C(=O)N23)C1 (stereo unspecified) | -4.2 | 0.8 | 0.7 | nt | -3 | -2 | -3 | -2.2 | -20
CCOC(=O)c1ccc(S(=O)(=O)n2c(CN3CCCCC3)nc3ccccc32)cc1 | 0.8 | -0.7 | -1.0 | -3 | 15 | -1 | 0 | -2.5 | 0
CC(=O)N(NC(N)=O)C(C)CC(=O)C1C(C)C=CCC1(C)C (stereo unspecified) | -1.9 | -0.2 | 0.4 | -5 | 28 | -14 | 4 | -3.0 | -4
CC1CC=C2C(C#N)=C(N)C(C#N)(C#N)C(c3cccs3)C2C1 (stereo unspecified) | 2.0 | 2.0 | 2.1 | nt | 10 | 11 | 4 | -1.5 | -12
O=C(CN1CCOCC1)Nc1c(C(=O)C2CC2)oc2ccccc12 | -1.6 | -1.8 | 0.4 | -2 | 24 | -6 | 5 | -0.5 | -19
O=C(Nc1ccc([N+](=O)[O-])cc1)c1nc[nH]c1C(=O)NC1CCCCC1 | -0.5 | -0.5 | 0.2 | -7 | -6 | -11 | 3 | 0.5 | -6
CCOc1ccccc1NC(=S)N1CCN(c2ccc(OC)cc2)CC1 | -1.0 | -0.8 | -0.1 | -8 | 32 | 0 | -14 | -1.7 | -24
COc1ccc(-n2nnnc2SCC(=O)NC2CCCC2)cc1OC | 0.0 | 0.8 | 0.7 | 12 | 37 | -16 | 11 | -2.8 | -26
CCCc1nc2c(C)ccc(C)c2c(N)c1CC | -2.4 | -0.2 | 0.0 | -5 | -8 | -2 | 0 | 0.7 | 16
O=C(CSc1nnc(-c2cnccn2)n1Cc1ccco1)c1ccc(Cl)cc1 | -1.3 | -2.0 | -1.5 | -3 | 14 | 6 | 9 | -1.4 | -16
CCc1c(C)sc(NC(=O)CN2CCN(C(=O)c3ccco3)CC2)c1C(=O)OC | -2.6 | -0.4 | 1.8 | -2 | 51 | -25 | -13 | -6.3 | -53
COc1ccc(CC(=O)Nc2ccccc2Oc2ccccc2)cc1 | 2.2 | -2.6 | -1.9 | -7 | 13 | 2 | -3 | 0.2 | -18

Reprinted at random: 2 records from the list.
SMILES | IMP-1 inh | OXTR agonist | V1aR counter | GalR3 antagonist | PHOSPHO1 block | GPR7 antagonist | HCV NS3 hel inh | VIM-2 inh | DNA FID counter
O=C(CSc1nnc(-c2cnccn2)n1Cc1ccco1)c1ccc(Cl)cc1 | -1.3 | -2.0 | -1.5 | -3 | 14 | 6 | 9 | -1.4 | -16
O=C(CN1CCOCC1)Nc1c(C(=O)C2CC2)oc2ccccc12 | -1.6 | -1.8 | 0.4 | -2 | 24 | -6 | 5 | -0.5 | -19

High-throughput results from PubChem.
